Bioassay records: PubChem, Sanford-Burnham Center for Chemical Genomics
MPTP block – inhibitors of mitochondrial permeability transition pore. hit rate 1.4% among 360,000. AID 602449. inhibition, % at 10 µM. isolated mouse mitochondria, Ca2+ swelling absorbance, 30 min;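 active means inhibition of 50% or more, scaled per plate between neutral and stimulator controls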;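 further: 0% = DMSO wells given calcium and 100% = 1 mM EGTA wells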
Starred values were filed as active, the others as inactive. Only part of the results is shown; rates above refer to the full screens.

Preview:
SMILES | MPTP block
C[C@@H]1Cn2cnc(C(=O)N[C@@H](C)C(=O)OC(C)(C)C)c2C(=O)N1 | -0.9
Cc1noc(C)c1CSCC(=O)OCC(=O)Nc1ccc(OC(F)(F)F)cc1 | 0.6

The list itself, previewed entries included:
SMILES | MPTP block
C[C@@H]1Cn2cnc(C(=O)N[C@@H](C)C(=O)OC(C)(C)C)c2C(=O)N1 | -0.9
Cc1noc(C)c1CSCC(=O)OCC(=O)Nc1ccc(OC(F)(F)F)cc1 | 0.6
CCOC(=O)C1(C)CCN1C(=O)c1cccs1 (stereo unspecified) | 0.9
CC1(C(=O)O)CCC2(C)CCC3(C)C(=CC(=O)C4C5(C)CCC(=O)C(C)(C)C5CCC43C)C2C1 (stereo unspecified) | -1.0
CC(O)(c1ccccc1)c1nc(-c2ccc(F)c(Cl)c2)cs1 (stereo unspecified) | 2.7
CC1(C)CC(=O)C=C(c2n[nH]nc2-c2ccccc2)C1 | 1.1
Cc1cc(C)c2c(CN(C)Cc3ccccc3)cc(=O)oc2c1 | -1.2
CC(=O)c1cccc(Nc2ccc(C#N)cc2)c1 | 1.7
O=C(c1[nH]c(C(F)(F)F)nc1-c1ccccc1)N1CCN(c2ccncc2)CC1 | 0.4
COc1ccc(NC(=O)C2(C)CCN2C(=O)Cc2ccc(Cl)cc2Cl)cc1OC (stereo unspecified) | 0.4
CCCCCCn1c(=O)n2n(c1=O)[C@@H]1CN(S(=O)(=O)c3ccc(C)cc3)C[C@]1(O)[C@@H](OC(=O)NCc1ccc(OC)c(OC)c1)C2 | -0.8
CCOC(=O)[C@]12CCCC=C1N(Cc1cccc3ccccc13)C(=O)[C@H](CC(=O)NCc1ccc(OC)c(OC)c1)C2 | -1.3
O=c1[nH]c2cc3ccccc3cc2nc1-c1nnnn1C1CCCC1 | 1.0
NC(CCc1ccccc1)c1csc(NC(=O)Nc2cccc(Cl)c2)n1 (stereo unspecified) | 2.6
CC(=Cc1ccccc1)C=C1SC(=S)N(CCCC(=O)Nc2ccc(C(=O)O)c(O)c2)C1=O | 1.7
CC1CCCCC1NC(=O)CSc1nnc(C(F)(F)F)n1C (stereo unspecified) | -0.8
CCCNC(=O)C1(C)CCN(C(=O)c2cc(F)ccc2C)C1 (stereo unspecified) | -0.7
C=CCN1[C@H](COCc2ccccc2)C=CS1(=O)=O | -0.4
O[C@@H]1C[C@H](c2ccc(Cl)cc2)N(CC2CCCCC2)C[C@H]1n1cc(C2CC2)nn1 | 0.3
Cc1ccc(C(NC(=O)C2CCN(Cc3ccc(Cl)c(Cl)c3)CC2)c2ccccn2)cc1 (stereo unspecified) | 1.6
C[C@H]1CN([C@@H](C)CO)S(=O)(=O)c2ccc(C#CC3(O)CCCC3)cc2O[C@@H]1CN(C)C(=O)Cc1cccnc1 | -1.3
CCOC1=C2[C@@H](CN(S(=O)(=O)c3ccc(C)cc3)[C@H]2c2ccccc2)[C@H]2C(=O)N(c3ccccc3)C(=O)[C@H]2C1 | -0.5
CCN(C)C1CN(Cc2cn(Cc3cc(C)cc(C)c3)nn2)S(=O)(=O)C1 (stereo unspecified) | 0.6
COC(=O)c1ccc(-c2nc(CN3CCN(C(=O)c4ccco4)CC3)c(C)o2)cc1 | 0.8
CCOC(=O)[C@]12CCCC=C1N(Cc1ccc3c(c1)OCO3)C(=O)[C@H](CC(=O)NCCCOC)C2 | 0.5
COc1ccc(NC(=O)c2cc(C3CCCCN3C(=O)c3ccc(C#N)cc3)on2)c(C)c1 (stereo unspecified) | 0.7
Cc1ccc(C)c(N2CCN(C(C(=O)NC3CCCC3)C(C)C)CC2)c1 (stereo unspecified) | -1.1
N#CC(CC(=O)OCc1ccccc1)NC(=O)OCc1ccccc1 (stereo unspecified) | -3.2
CCOC(=O)C1=C[C@@H](C(C)(C)C)N(S(=O)(=O)c2ccc(OC)cc2)[C@H]1c1ccccc1 | 1.6
O=C(CCNC(=O)c1ccccc1Cl)Nc1ccc2c(c1)OCCO2 | -1.7
CCCC(=O)N1CCC1(C)C(=O)NS(=O)(=O)c1ccc(C#N)cc1 (stereo unspecified) | -0.1
CCN(CC(=O)Nc1cccc(F)c1)CC(=O)Nc1ccc2c(c1)OCCO2 | 1.1
CN(c1cc(Cl)c2c(c1)OCO2)c1cc2c(c3c1ccn3C)C1CCC2C1 (stereo unspecified) | 4.1
Cc1cc2oc(=O)cc(CN3CCN(c4ccc(Cl)c(Cl)c4)CC3)c2cc1Cl | 2.3
O=C(CSc1nnc(-c2c[nH]c3ccccc23)n1C1CC1)NC1CCS(=O)(=O)C1 (stereo unspecified) | -0.6
CCc1nc2c(OCc3ccc(C(=O)OC)cc3)cccn2c1N(C)C(=O)c1ccc(C)cc1 | 0.7
CC[C@H](C)[C@@H](COC=O)NC(=O)[C@H]1O[C@@H](n2ccc(N)nc2=O)[C@H](O)[C@@H]1O | -1.6
NCc1csc(Nc2cc(Oc3ccccc3)ncn2)n1 | -0.5
CC1(C(=O)NS(=O)(=O)Cc2cccc(Cl)c2)CCN1C(=O)Cc1ccccc1 (stereo unspecified) | -1.3
OC(c1cccc(Cl)c1)c1nc(-c2ccoc2)cs1 (stereo unspecified) | 5.3
COc1ccc(CSc2ccc(S(=O)(=O)N3CCCC3)cn2)cc1F | -0.9
CC(C)(C)c1ccc(C(=O)N2CCC2(C)C(=O)NS(=O)(=O)c2ccc(C#N)cc2)cc1 (stereo unspecified) | -0.5
Nc1nc2cc3c(cc2cc1C(=O)NCc1ccc(F)cc1)OCO3 | 85.9*
Cc1ccc(S(=O)(=O)N2C3CCCCC3O[C@H]2CC(=O)c2ccccc2)cc1 (stereo partly specified) | 0.1
Cc1ccc(Cl)cc1NC(=O)CCS(=O)(=O)c1ccc2c(c1)n(C)c(=O)c(=O)n2C | -2.1
C[C@@H]1CCCCO[C@H](CN(C)C(=O)Nc2ccc(F)cc2)[C@@H](C)CN([C@H](C)CO)C(=O)c2cc(NC(=O)c3ccccc3)ccc2O1 | -1.9
CC(=O)Nc1cccc(-c2ccnc3c2CC(C(=O)NC(C)C)O3)c1 (stereo unspecified) | -0.5
COc1cc(OC)cc(C(=O)Nc2cccc(NC(=O)c3cccs3)c2)c1 | 0.1
CCc1c(-c2ccccc2OC)ncn1Cc1cccc(-c2ccccc2)c1 | 5.2
OC(c1ccc(-c2ccccc2)cc1)c1ncc(-c2ccc(C(F)(F)F)cc2)[nH]1 (stereo unspecified) | 5.1
CCCCCCN1C[C@@H](O)[C@H](n2cc(C3CC3)nn2)C[C@@H]1c1ccc(C)cc1 | -1.4
O=C(Nc1cccc2ccccc12)c1[nH]c(-c2ccccc2)c2c1C(=O)N(C1CC1)C2=O | 2.9
CCCCn1nnnc1C(c1ccccc1)N1CCN(C(C)=O)CC1 (stereo unspecified) | -1.0
O=C(Nc1cc(C(F)(F)F)ccc1N1CCCC1)C1CC(=O)N(Cc2ccccc2)C1 (stereo unspecified) | -0.7
C[C@@H]1CN([C@H](C)CO)C(=O)c2cc(Br)cnc2O[C@@H]1CN(C)C(=O)C1CCOCC1 | -0.3
CCCCN(C=O)c1c(CC)nc2c(OCc3cccc(Cl)c3)cccn12 | -0.7
CC1(C(=O)NCCc2ccccc2)Cc2c(-c3ccc(C(N)=O)cc3)ccnc2O1 (stereo unspecified) | -0.8
Nn1c(SCC(=O)N2CCCC2)nnc1C1CCCCC1 | -0.4
COC(=O)c1cccc(CN2C(=O)C(C)Sc3ccc(C(C)=O)cc32)c1 (stereo unspecified) | 2.2
O=C(NCCCN1CCOCC1)/C(=C/c1ccc(-c2cccc([N+](=O)[O-])c2)o1)NC(=O)c1ccccc1 | 0.2

Fetched by structure from the list above:
SMILES | MPTP block
CCCCCCn1c(=O)n2n(c1=O)[C@@H]1CN(S(=O)(=O)c3ccc(C)cc3)C[C@]1(O)[C@@H](OC(=O)NCc1ccc(OC)c(OC)c1)C2 | -0.8
CCc1c(-c2ccccc2OC)ncn1Cc1cccc(-c2ccccc2)c1 | 5.2
CCOC(=O)[C@]12CCCC=C1N(Cc1cccc3ccccc13)C(=O)[C@H](CC(=O)NCc1ccc(OC)c(OC)c1)C2 | -1.3
CCOC(=O)[C@]12CCCC=C1N(Cc1ccc3c(c1)OCO3)C(=O)[C@H](CC(=O)NCCCOC)C2 | 0.5
C=CCN1[C@H](COCc2ccccc2)C=CS1(=O)=O | -0.4

Going on with the list:
SMILES | MPTP block
Cc1ccc(OCc2nc3ccccc3n2C(C(=O)NC(C)(C)C)c2ccncc2)cc1 (stereo unspecified) | -1.2
COc1ccc(S(=O)(=O)N2CCOCC2)cc1NC(=O)Cc1ccc(F)cc1 | -1.5
CC1(C(=O)NCc2ccco2)CCN1C(=O)C1(c2ccccc2)CC1 (stereo unspecified) | 0.3
CSc1ccc(NC(=O)C2(C)CCN2C(=O)C2(c3ccccc3)CC2)cc1 (stereo unspecified) | 1.1
Cc1ccc(C)c(C(O)c2ncc(-c3cccc(F)c3)[nH]2)c1 (stereo unspecified) | 0.0
CCCCCCCCCc1conc1C(=O)/C=C/c1ccco1 | 7.5
Oc1ccc(C=NNC(=S)Nc2ccccc2)nc1 | 0.8
CC(C)(C)C(C(=O)NCc1ccccc1)N1CCN(C(=O)C2CCCO2)CC1 (stereo unspecified) | 5.5
O=C(NCCc1ccccc1)c1ccc(-c2cccnc2)c2ccoc12 | -0.3
CCC(=O)N(C)C[C@@H]1Oc2cc(Br)ccc2S(=O)(=O)N([C@@H](C)CO)C[C@@H]1C | -1.7
Cc1ccc(S(=O)(=O)N(C)C)cc1NC(=O)COC(=O)c1cccs1 | -1.2
COc1ccc(CN2C(=O)C(CC(=O)NCCc3ccccn3)CC(C(=O)N3CCCCCC3)=C2C)cc1 (stereo unspecified) | 0.3
COC(=O)C[C@@H]1C=C[C@@H](NC(=O)C2CCC2)[C@@H](CO)O1 | -1.6
Cc1cccc(C)c1-n1nnnc1C1(C)CCC(=O)N1C1CC1 (stereo unspecified) | -1.8
CCc1nc2ccc(C(=O)NCCC(C)C)cn2c1N(C)Cc1ccc(OC)cc1 | -0.2

Individual results from above.
Value of COc1ccc(S(=O)(=O)N2CCOCC2)cc1NC(=O)Cc1ccc(F)cc1 under MPTP block: -1.5
Value of CCCCCCCCCc1conc1C(=O)/C=C/c1ccco1 under MPTP block: 7.5
Value of O=C(NCCc1ccccc1)c1ccc(-c2cccnc2)c2ccoc12 under MPTP block: -0.3
Value of CCc1nc2ccc(C(=O)NCCC(C)C)cn2c1N(C)Cc1ccc(OC)cc1 under MPTP block: -0.2
Value of COC(=O)C[C@@H]1C=C[C@@H](NC(=O)C2CCC2)[C@@H](CO)O1 under MPTP block: -1.6
Value of Cc1cccc(C)c1-n1nnnc1C1(C)CCC(=O)N1C1CC1 (stereo unspecified) under MPTP block: -1.8
Value of Cc1ccc(S(=O)(=O)N(C)C)cc1NC(=O)COC(=O)c1cccs1 under MPTP block: -1.2

Next structures
SMILES | MPTP block
OC(c1ccc(Cl)c(F)c1)c1ncc(-c2ccccc2F)[nH]1 (stereo unspecified) | 5.5
CN1CCN(C2CN(Cc3cn(Cc4ccc(Cl)cc4)nn3)S(=O)(=O)C2)CC1 (stereo unspecified) | -1.9
COc1cccc(-c2cnc3c(NC=O)cc(-c4ccccc4)cn23)c1 | 0.1
O=C(C(=O)N1CCN(c2ccccc2)CC1)c1cccc(Br)c1 | 8.7
CC1(Cc2ccccc2Cl)C(=O)Nc2cc(-c3ccccc3Cl)ccc21 (stereo unspecified) | 6.1
CCCC(=O)Nc1nnc(SCC(=O)Nc2ccc(OCC)cc2)s1 | 1.2
O=C(C[C@H]1C=C[C@H](NC(=O)Nc2ccccc2F)[C@@H](CO)O1)NCc1ccc(-c2ccccc2)cc1 | -0.3
COc1ccc(CCNC(=O)c2cc3ccc(Cl)cc3nc2N)cc1 | 25.5
CNC(=O)C1(C)Cc2c(-c3ccc(NC(C)=O)cc3)ccnc2O1 (stereo unspecified) | -2.9
CC(=O)Nc1ccccc1-c1cccc2nccn12 | 0.2
COc1ccc(CNC(=O)Nc2nc(C(N)CCc3ccccc3)cs2)cc1 (stereo unspecified) | 3.6
Cc1ccc2nc(-c3cccc(Br)c3)c(Cc3cccc(Cl)c3)n2c1 | -0.7
CC(C)C[C@@H](COCc1ccc(Cl)cc1)N1CCN(C(=O)c2ccc(C(F)(F)F)cc2)CCC1=O | 0.5
C[C@@H]1CN([C@@H](C)CO)S(=O)(=O)c2ccc(Br)cc2O[C@@H]1CN(C)C(=O)NC1CCCCC1 | -0.3
COC(=O)c1c(NC(=O)C2COc3ccccc3O2)sc2c1CCN(C(=O)OC)C2 (stereo unspecified) | 0.7
COc1ccc(-c2c(C(=O)c3ccccc3)[nH]c(N)c2C(=O)c2ccccc2)cc1OC | -0.1
COc1ccc(N=C2SCC(=O)N2C)cc1 | 0.0
N#Cc1ccc(C(C(=O)NC2CCCCC2)n2c(=O)c(-c3ccco3)nc3ccccc32)cc1 (stereo unspecified) | -0.4
CC1(C(=O)NS(=O)(=O)c2cccc(C#N)c2)CCN1C(=O)C1CCCCC1 (stereo unspecified) | -0.6
Cn1cc(-c2coc3c(C(=O)NCc4ccco4)cccc23)cn1 | -0.1
COCC(=O)Oc1cc(-c2ccc(C)cc2C)c(OC(=O)COC)c(-c2ccc(C)cc2C)c1 | 44.9
CCOc1cc(/C=N/NC(=O)c2nnn(-c3nonc3N)c2C)ccc1OCc1ccc(C)cc1 | 1.9
COc1ccc(NC(=O)c2cc(-c3sc(NC(=O)c4ccccc4)nc3C)n(CCO)n2)cc1 | -0.5
O=C(NCc1cccc(Cl)c1)c1ccc(-n2ccnc2)c2ccoc12 | -0.1
CCOC(=O)C[C@@H]1OC[C@H](Cc2ccccc2)N1S(=O)(=O)c1ccc(C)cc1 | 0.4
COc1cc(OC)cc(-c2c(Sc3ccccc3)c3cc(-c4ccc(OC)c(OC)c4)ccc3n2C)c1 | 1.7
O=C(Nc1cccc(S(=O)(=O)C(F)(F)F)c1)[C@@H]1O[C@H](CO)[C@@H](O)[C@H]1O | -0.1
COC(=O)C[C@H]1CC[C@H](NC(=O)Nc2ccccc2OC)[C@@H](CO)O1 | -1.0
CCCCNC(=O)C1(C)CCCCN1C(=O)c1ccc(OC)c(C(F)(F)F)c1 (stereo unspecified) | -0.4
C[C@H](CO)N1C[C@H](C)[C@@H](CN(C)C(=O)Nc2ccccc2)Oc2cc(Br)ccc2S1(=O)=O | 0.4
CC[C@@H](C)[C@@H](CO)NC(=O)[C@H]1O[C@@H](n2cnc3c(N)ncnc32)[C@H](O)[C@@H]1O | -3.1
CCOC(=O)C1CCCN(C(=O)c2cc(-c3cccs3)oc2C)CC1 (stereo unspecified) | 0.0
